Efflux pump mplx: antifungal efflux pump inhibition, Nile Red retention; S. cerevisiae Candida pump triplex; 330,000 compounds, 0.44% hits; inhibition, % at 10 µM;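 active = plate passing quality check with inhibition over a set limit, or well fluorescence over plate mean plus 4 SD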;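 also: Nile Red retained in pooled yeast measured as flow cytometry median fluorescence; 0% = buffer negative control and 100% = Enniatin B positive control; higher means more Nile Red kept so more efflux inhibition; some compounds called inactive have numbers as strong as hits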
TPT1 inhibitor: inhibitors of Candida albicans tRNA 2'-phosphotransferase TPT1 | recombinant caTPT1, FP RNA substrate dephosphorylation | inhibition, % at 5 µM | 300,000 compounds, 0.81% hits;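 active = inhibition above the mean of all tested compounds plus 3 SD, set per screening campaign, cut at about 24% in these data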;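 also: plate controls were DMSO alone for no effect and ferristatin control at 100 nM for full effect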
PP5 inh: inhibitors of human protein phosphatase 5 (PP5). P53041. purified PP5c, OMFP substrate fluorescence. inhibition, % at 6.7 µM. 320,000 compounds, 0.18% hits;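 active = inhibition above the campaign's mean inhibition across all tested compounds plus 3 SD, cut at about 9.5% in these data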;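 also: 0% = DMSO only and 100% = 100 µM cantharidin control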
Target sequence (P53041 whole entry, looked up): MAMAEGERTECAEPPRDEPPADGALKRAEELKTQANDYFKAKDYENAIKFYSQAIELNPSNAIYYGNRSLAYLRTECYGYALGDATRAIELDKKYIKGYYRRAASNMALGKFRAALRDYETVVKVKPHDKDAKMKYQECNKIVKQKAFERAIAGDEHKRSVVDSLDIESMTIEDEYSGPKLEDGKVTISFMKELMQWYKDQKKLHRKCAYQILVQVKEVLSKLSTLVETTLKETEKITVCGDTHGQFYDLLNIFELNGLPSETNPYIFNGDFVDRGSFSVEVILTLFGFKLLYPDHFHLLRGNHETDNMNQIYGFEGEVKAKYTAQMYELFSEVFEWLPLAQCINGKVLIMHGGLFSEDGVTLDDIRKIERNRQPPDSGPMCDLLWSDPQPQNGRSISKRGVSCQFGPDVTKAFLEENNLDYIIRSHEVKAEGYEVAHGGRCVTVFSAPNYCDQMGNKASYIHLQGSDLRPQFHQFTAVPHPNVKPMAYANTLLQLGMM
PREPL inh: inhibits the human prolyl oligopeptidase-like enzyme; Q4J6C6; recombinant PREPL, fluorescence polarization activity-based probe; inhibition, % at 5.96 µM; 320,000 compounds, 0.68% hits; AID 2751; in the data active = inhibition above about 43%;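 also: 0% = enzyme with DMSO and 100% = wells lacking enzyme; many of its hits are not listed in these tables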
core dimer inh: blocks dimerization of HCV core protein | AID 1899 | TR-FRET GST/Flag-core106 dimerization, 1536-well | 300,000 compounds, 0.33% hits | inhibition, % at 5 µM;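 active = inhibition above the mean of all tested compounds plus 3 SD, set per screening campaign, cut at about 45% in these data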
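Assay system: Tagged HCV core106 pair (GST and Flag) | Buffer or medium: KF-containing HEPES buffer, pH 7.45, DTT, CHAPS, BSA | Also added: Eu donor and XL665 acceptor anti-tag antibodies | Dosing: One concentration, 5 µM, in 0.5% DMSO | Timing: 4 h at 22.5 °C | Technique: TR-FRET 671 and 617 nm emission | Repeats: Singlicate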
Fh CTSL1 inh: cathepsin L1 inhibition, PFM18AAP counter-screen; recombinant F. hepatica cathepsin L1, Z-Leu-Arg-MCA fluorescence; inhibition, % at 5.96 µM; 300,000 compounds, 0.49% hits; AID 1906;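 active = inhibition above the mean of all tested compounds plus 3 SD, set per screening campaign, cut at about 17% in these data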;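 also: 0% = plate median of test compound wells and 100% = 1 µM Z-Phe-Ala-diazomethylketone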
EBNA-1 inhibitor: blocks EBNA-1 binding to DNA | EBNA-1 DNA binding, fluorescence polarization | 300,000 compounds, 0.34% hits | AID 1950 | inhibition, % at 14.8 µM; in the data active = inhibition above about 28%
PP1 counter: blocks human PP1-alpha phosphatase, a PP5 counter-screen; 320,000 compounds, 0.9% hits; AID 2235; purified PP1alpha, OMFP fluorescence; inhibition, % at 6.7 µM;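 active = inhibition above the mean inhibition of all tested compounds plus 3 SD, computed separately for each screening campaign, cut at about 15% in these data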
Target sequence (P62136 whole entry, looked up): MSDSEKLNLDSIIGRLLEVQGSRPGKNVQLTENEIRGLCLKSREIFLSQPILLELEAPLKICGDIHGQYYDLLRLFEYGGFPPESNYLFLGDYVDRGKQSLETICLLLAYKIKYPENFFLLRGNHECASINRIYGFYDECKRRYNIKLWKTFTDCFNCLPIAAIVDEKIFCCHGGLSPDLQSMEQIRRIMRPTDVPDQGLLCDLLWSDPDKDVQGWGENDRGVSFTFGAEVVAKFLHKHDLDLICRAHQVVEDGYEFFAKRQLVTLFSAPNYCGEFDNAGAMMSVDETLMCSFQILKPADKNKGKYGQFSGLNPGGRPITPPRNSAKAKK
ZTA DNA inh: counter-screen for EBNA-1 inhibitors: inhibitors of Epstein-Barr virus ZTA | P03206 | inhibition, % at 11 µM | 320,000 compounds, 0.15% hits | AID 2234 | ZTA-DNA binding, fluorescence polarization; in the data active = inhibition above about 33%
Target sequence (P03206 whole entry, looked up): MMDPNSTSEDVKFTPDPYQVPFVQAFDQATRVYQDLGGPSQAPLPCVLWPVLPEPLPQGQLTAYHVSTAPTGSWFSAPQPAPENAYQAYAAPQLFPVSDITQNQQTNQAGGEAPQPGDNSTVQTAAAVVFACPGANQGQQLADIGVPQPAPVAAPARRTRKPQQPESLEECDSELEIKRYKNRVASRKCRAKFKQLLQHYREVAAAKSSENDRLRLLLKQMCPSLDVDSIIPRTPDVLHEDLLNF
* hit, by the source's call. An excerpt, so the mix of outcomes need not match the whole.

`O=S1(=O)CCN(OCc2ccc(Cl)cc2)CC1` gave Efflux pump mplx 0.0, TPT1 inhibitor -2, PP5 inh 0.0, PREPL inh -6, core dimer inh -2, Fh CTSL1 inh 0, EBNA-1 inhibitor 3, PP1 counter -2 and ZTA DNA inh 1.
Screening CCCCOP(=O)(c1ccc(N(C)C)cc1)C(O)c1ccc(OC)c(OC)c1 (stereo not given) returned Efflux pump mplx 0.1, TPT1 inhibitor -4, PP5 inh -1.4, PREPL inh 8, core dimer inh 2, Fh CTSL1 inh -3, EBNA-1 inhibitor 5, PP1 counter -4 and ZTA DNA inh -6.
For COCCN(CC1CCCN(C2Cc3ccccc3C2)C1)C(=O)c1ccc(C(C)=O)cc1 (stereo not given) the results were Efflux pump mplx 0.0, TPT1 inhibitor -2, PP5 inh -1.8, PREPL inh 10, core dimer inh 4, Fh CTSL1 inh 1, EBNA-1 inhibitor -3, PP1 counter -1 and ZTA DNA inh 12.
Cc1cccc(NC(=S)N(CCCN2CCOCC2)Cc2cn(C)c3ccccc23)c1 was read as Efflux pump mplx 0.2, TPT1 inhibitor 2, PP5 inh 1.3, PREPL inh 9, core dimer inh 0, Fh CTSL1 inh 3, EBNA-1 inhibitor -2, PP1 counter -2 and ZTA DNA inh 2.
Screening CC(NC(=S)N1CCOCC1)c1ccccc1 (stereo not given) returned Efflux pump mplx 0.2, TPT1 inhibitor -2, PP5 inh 4.0, PREPL inh 10, core dimer inh 3, Fh CTSL1 inh -3, EBNA-1 inhibitor 10, PP1 counter 1 and ZTA DNA inh 8.
For Cc1ccc(-c2csc3nc(C(C)C)oc(=O)c23)c(C)c1 the results were Efflux pump mplx -0.1, TPT1 inhibitor 3, PP5 inh -0.9, PREPL inh 3, core dimer inh 5, Fh CTSL1 inh -3, EBNA-1 inhibitor 4, PP1 counter 0 and ZTA DNA inh -4.
For CCCCCCCNC(=O)C1(CC2CC(c3ccccc3)=NO2)CCN(C(=O)OC(C)(C)C)CC1 (stereo not given) the results were Efflux pump mplx 0.1, TPT1 inhibitor 0, PP5 inh 5.7, PREPL inh 1, core dimer inh 13, Fh CTSL1 inh 2, EBNA-1 inhibitor -10, PP1 counter 7 and ZTA DNA inh 9.
CN(CC(=O)Nc1cccc(F)c1)C(=O)c1ccccc1CCc1ccccc1 was read as Efflux pump mplx -0.1, TPT1 inhibitor -2, PP5 inh 2.1, PREPL inh -15, core dimer inh -4, Fh CTSL1 inh -1, EBNA-1 inhibitor 2, PP1 counter 2 and ZTA DNA inh -12.
`O=C1CC(c2ccccc2)CC2=C1C=Nc1ccccc1N2` (stereo not given) gave Efflux pump mplx 0.1, TPT1 inhibitor 3, PP5 inh 4.4, PREPL inh -17, core dimer inh 1, Fh CTSL1 inh 0, EBNA-1 inhibitor -10, PP1 counter -4 and ZTA DNA inh 11.
CC1=NN(c2nc3ccccc3[nH]2)C(=O)C1Cc1ccccc1 (stereo not given) was read as Efflux pump mplx -0.1, TPT1 inhibitor 2, PP5 inh 2.1, PREPL inh 8, core dimer inh -7, Fh CTSL1 inh 0, EBNA-1 inhibitor -2, PP1 counter 9 and ZTA DNA inh -14.
Screening Cc1c(C(=O)Nc2ccccc2)csc1-c1ccccc1 returned Efflux pump mplx 0.1, TPT1 inhibitor 3, PP5 inh -0.2, PREPL inh -5, core dimer inh 4, Fh CTSL1 inh 0, EBNA-1 inhibitor 11, PP1 counter -2 and ZTA DNA inh 14.
`CC1CCN(CCOCCOc2ccccc2Br)CC1` gave Efflux pump mplx -0.1, TPT1 inhibitor 0, PP5 inh 4.7, PREPL inh 11, core dimer inh 3, Fh CTSL1 inh -5, EBNA-1 inhibitor 11, PP1 counter 4 and ZTA DNA inh 7.
Screening Cc1ccc(NC(=O)NCCN2CCCCC2)cc1C returned Efflux pump mplx -0.1, TPT1 inhibitor -1, PP5 inh 1.0, PREPL inh 9, core dimer inh -5, Fh CTSL1 inh -1, EBNA-1 inhibitor -4, PP1 counter -4 and ZTA DNA inh -7.
For O=C(C1=C[C@@H](c2ccc(C(F)(F)F)cc2)C[C@@H](OCCCCO)O1)N1CCN(Cc2ccccc2)CC1 the results were Efflux pump mplx -0.1, TPT1 inhibitor -2, PP5 inh 2.7, PREPL inh 66*, core dimer inh 13, Fh CTSL1 inh 2, EBNA-1 inhibitor 0, PP1 counter 1 and ZTA DNA inh 1.
O=C(Cc1nc(-c2cnccn2)no1)NNC(=O)Nc1ccccc1 was read as Efflux pump mplx 0.5, TPT1 inhibitor -1, PP5 inh 1.7, PREPL inh 5, core dimer inh 4, Fh CTSL1 inh -2, EBNA-1 inhibitor -10, PP1 counter -3 and ZTA DNA inh 4.
[O-]/C(=C(\C(=S)Nc1ccccc1F)[n+]1ccccc1)c1ccc(OC(F)F)cc1 was read as Efflux pump mplx -0.1, TPT1 inhibitor 4, PP5 inh 0.1, PREPL inh 21, core dimer inh 2, Fh CTSL1 inh 1, EBNA-1 inhibitor 0, PP1 counter -4 and ZTA DNA inh 1.
Cc1nc(C)n(C(Oc2ccc(Cl)cc2Cl)C(=O)C(C)(C)C)n1 (stereo not given) was read as Efflux pump mplx 0.1, TPT1 inhibitor -1, PP5 inh 1.9, PREPL inh -3, core dimer inh -2, Fh CTSL1 inh 0, EBNA-1 inhibitor -10, PP1 counter 0 and ZTA DNA inh 6.
For Cc1[nH]c2ccccc2c1SCc1nnc(SCc2ccc(Cl)cc2)n1C the results were Efflux pump mplx 0.0, TPT1 inhibitor 1, PP5 inh 1.5, PREPL inh 2, core dimer inh 2, Fh CTSL1 inh 3, EBNA-1 inhibitor -13, PP1 counter 4 and ZTA DNA inh -3.
Screening CC(Oc1ccc(Br)cc1)C(=O)Nc1cc(S(=O)(=O)N2CCOCC2)ccc1N1CCCC1 (stereo not given) returned Efflux pump mplx 0.1, TPT1 inhibitor 1, PP5 inh 1.7, PREPL inh 22, core dimer inh 4, Fh CTSL1 inh 4, EBNA-1 inhibitor -1, PP1 counter -4 and ZTA DNA inh 2.
For OC1(CNCc2ccccc2)C2CC3CC(C2)CC1C3 (stereo not given) the results were Efflux pump mplx 0.1, TPT1 inhibitor 1, PP5 inh 2.3, PREPL inh -2, core dimer inh -1, Fh CTSL1 inh 0, EBNA-1 inhibitor -1, PP1 counter -3 and ZTA DNA inh 14.
`CC(=O)N1CCC(=NNC(=O)CSc2cc(C)c(Br)cc2C)CC1` gave Efflux pump mplx 0.4, TPT1 inhibitor -1, PP5 inh 1.5, PREPL inh -2, core dimer inh -1, Fh CTSL1 inh -3, EBNA-1 inhibitor 10, PP1 counter -1 and ZTA DNA inh 12.
N/C(=N\OC(=O)CCCOc1ccccc1)c1ccccc1 was read as Efflux pump mplx 0.0, TPT1 inhibitor -7, PP5 inh -2.0, PREPL inh 6, core dimer inh -8, Fh CTSL1 inh -44, EBNA-1 inhibitor -1, PP1 counter -3 and ZTA DNA inh -15.
For O=C(C1=NN[C@@H]2C(=O)N(c3ccccc3C(F)(F)F)C(=O)[C@H]12)c1cnccn1 the results were Efflux pump mplx 0.0, TPT1 inhibitor -1, PP5 inh -2.4, PREPL inh 1, core dimer inh -4, Fh CTSL1 inh 3, EBNA-1 inhibitor 6, PP1 counter 1 and ZTA DNA inh 2.
For COc1ccc(-n2nc3c(N4CCC(C(=O)NCc5cccc(C)c5)CC4)nnc(C)c3c2C)cc1 the results were Efflux pump mplx 0.0, TPT1 inhibitor 21, PP5 inh 2.8, PREPL inh 34, core dimer inh 13, Fh CTSL1 inh -2, EBNA-1 inhibitor -8, PP1 counter 10 and ZTA DNA inh 9.
Screening CCCCC(=O)NC1(C(F)(F)F)NC(=O)N(Cc2ccccc2)C1=O (stereo not given) returned Efflux pump mplx 0.1, TPT1 inhibitor 1, PP5 inh -1.4, PREPL inh -3, core dimer inh -3, Fh CTSL1 inh -2, EBNA-1 inhibitor -12, PP1 counter -5 and ZTA DNA inh 2.
CC(Oc1ccccc1)C(=O)Nc1ccc(C(N)=O)cc1 (stereo not given) was read as Efflux pump mplx -0.1, TPT1 inhibitor 2, PP5 inh 2.9, PREPL inh 8, core dimer inh -3, Fh CTSL1 inh 15, EBNA-1 inhibitor 4, PP1 counter -10 and ZTA DNA inh -9.
Screening Nc1nccc(-c2cccs2)n1 returned Efflux pump mplx 0.1, TPT1 inhibitor 0, PP5 inh 3.3, PREPL inh 6, core dimer inh -2, Fh CTSL1 inh -3, EBNA-1 inhibitor -16, PP1 counter -2 and ZTA DNA inh -1.
CCOC(=O)C1(Cc2ccc(OC)cc2)CCN(C(=O)C2=CCCC2)CC1 was read as Efflux pump mplx 0.2, TPT1 inhibitor -1, PP5 inh 2.2, PREPL inh 3, core dimer inh 3, Fh CTSL1 inh 3, EBNA-1 inhibitor -7, PP1 counter -2 and ZTA DNA inh 4.
C[C@H](NC(=O)Cc1ccccc1)C(=O)N1CCC2(CC1)NCCc1[nH]cnc12 was read as Efflux pump mplx 0.0, TPT1 inhibitor 0, PP5 inh 3.1, PREPL inh 1, core dimer inh -1, Fh CTSL1 inh 3, EBNA-1 inhibitor -10, PP1 counter -5 and ZTA DNA inh -12.
`Cc1cccc(-n2c(C)cc(/C=N/NC(=O)c3ccc(CN4CCOCC4)cc3)c2C)c1` gave Efflux pump mplx 0.0, TPT1 inhibitor 3, PP5 inh -1.6, PREPL inh 11, core dimer inh 4, Fh CTSL1 inh 4, EBNA-1 inhibitor 5, PP1 counter -2 and ZTA DNA inh 5.
Screening O=C(NC1CCCCC1)c1ccc(N2CCOCC2)c([N+](=O)[O-])c1 returned Efflux pump mplx -0.1, TPT1 inhibitor -3, PP5 inh -1.2, PREPL inh -9, core dimer inh 2, Fh CTSL1 inh -2, EBNA-1 inhibitor 9, PP1 counter -5 and ZTA DNA inh 15.
Cc1ccc(C)c(NC(=S)N(Cc2ccc(Cl)cc2)Cc2ccc(C(=O)O)cc2)c1 was read as Efflux pump mplx 0.0, TPT1 inhibitor -4, PP5 inh -0.9, PREPL inh -1, core dimer inh 14, Fh CTSL1 inh 0, EBNA-1 inhibitor 9, PP1 counter -2 and ZTA DNA inh 6.
`O=C(O)c1c(-c2ccc(Cl)cc2)cn2ccccc12` gave Efflux pump mplx -0.1, TPT1 inhibitor 1, PP5 inh -1.1, PREPL inh 9, core dimer inh 6, Fh CTSL1 inh 2, EBNA-1 inhibitor 13, PP1 counter -2 and ZTA DNA inh 11.
Screening CC(C)(C)NC(=O)C(c1ccncc1)N(Cc1ccc(F)cc1)C(=O)c1ccc(-c2ccccc2)[nH]1 (stereo not given) returned Efflux pump mplx -0.1, TPT1 inhibitor -1, PP5 inh -0.3, PREPL inh -15, core dimer inh 10, Fh CTSL1 inh 0, EBNA-1 inhibitor 0, PP1 counter 3 and ZTA DNA inh 14.
Screening O=C(CN1C(=O)NC2(CCCc3ccccc32)C1=O)N1CCN(c2cccc(C(F)(F)F)c2)CC1 (stereo not given) returned Efflux pump mplx -0.4, PP5 inh 0.9, PREPL inh 14, PP1 counter 1 and ZTA DNA inh 18.
`Cc1cccc(NC(=S)N(CCN(C)C)Cc2cc3cc(C)ccc3[nH]c2=O)c1` gave Efflux pump mplx -0.2, TPT1 inhibitor -3, PP5 inh -0.7, PREPL inh -13, core dimer inh -3, Fh CTSL1 inh -1, EBNA-1 inhibitor 8, PP1 counter -3 and ZTA DNA inh -1.

High-throughput results (PubChem)
